V1aR counter = counter-screen for oxytocin receptor agonists: human V1a receptor agonists; CHO-V1R cells, Fluo-8 calcium fluorescence, agonist mode; 0% DMSO, 100% 3 nM vasopressin; activation, % at 3 µM; 320,000 tested, 0.25% active; AID 2797;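 active = activation above the mean activation of all tested compounds plus 3 SD, per screening run, cut at about 20% in these data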;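 note: signal is peak over basal fluorescence ratio across a 100 second FLIPR read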
M1 PAM = positive allosteric modulators of human M1 muscarinic receptor; CHO-K1 hM1, Fluo-8 calcium fluorescence, ACh EC20; 0% = ACh EC20, 100% = maximal ACh; activation, % at 3 µM; 360,000 tested, 0.088% active; AID 588819; in the data active = activation above about 19%, passing the limit was not always enough
Target sequence (P11229 whole entry, looked up): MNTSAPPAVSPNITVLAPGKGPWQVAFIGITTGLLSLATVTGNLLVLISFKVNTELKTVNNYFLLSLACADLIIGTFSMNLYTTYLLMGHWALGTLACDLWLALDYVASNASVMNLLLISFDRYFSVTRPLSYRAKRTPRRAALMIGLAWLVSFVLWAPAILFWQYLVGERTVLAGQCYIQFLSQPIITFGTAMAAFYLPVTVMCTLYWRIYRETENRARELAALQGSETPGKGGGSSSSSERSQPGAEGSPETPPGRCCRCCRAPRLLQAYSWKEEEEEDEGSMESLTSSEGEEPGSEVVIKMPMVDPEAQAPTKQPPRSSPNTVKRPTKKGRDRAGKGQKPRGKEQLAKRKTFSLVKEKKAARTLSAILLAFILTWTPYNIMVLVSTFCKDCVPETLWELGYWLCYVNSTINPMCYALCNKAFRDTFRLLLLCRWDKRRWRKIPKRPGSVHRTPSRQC
TAAR1 ag = agonists of human TAAR1; Q96RJ0; CHO RD-HGA16 TAAR1, Fluo-8 calcium fluorescence; vehicle wells 0%, saturating PEA agonist 100%; activation, % at 3 µM; 360,000 tested, 0.99% active;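 active = activation above the mean activation of all test compounds in the run plus 3 SD, cut at about 38% in these data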
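Benchmarks: low control DMSO, high control PEA (EC100); System: CHO RD-HGA16 cells carrying human TAAR1 plus Gα16; Detection: Fluo-8 fluorescence, 5 s baseline then 140 s kinetic read; Schedule: 17-24 h plating, Fluo-8 75 min 37 °C, 30 min RT; Read-out basis: % activation from peak over basal fluorescence ratio, DMSO-to-PEA scaled.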
CHO parental Ca = counter-screen: ATP calcium response change in parental CHO cells. parental CHO-K1, ATP-induced calcium, Fluo-8 fluorescence. inhibition, % at 5.6 µM. 330,000 tested, 0.63% active. AID 463079;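 active = inhibition above that plate's mean sample inhibition plus 3 SD, cut at about 26% in these data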;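 note: 0% = ATP-challenged DMSO wells and 100% = DMSO wells without ATP; some compounds past the cut are filed as inactive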
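material = parental CHO cells | also added = ATP as calcium-mobilizing challenge | dosing = single point at 5.6 µM | detection = intracellular calcium via Fluo-8 no-wash fluorescent dye | read-out = % inhibition | benchmarks = low control ATP plus DMSO, high control DMSO only | repeats = one well per compound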
TAAR1 antag = antagonists of human TAAR1; Q96RJ0; CHO RD-HGA16 TAAR1, Fluo-8 calcium fluorescence, antagonist; inhibition, % at 3 µM; 360,000 tested, 1.5% active; AID 624466;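 active = inhibition above a per-plate cutoff, the mean inhibition of test compounds on that plate plus 3 SD, cut at about 49% in these data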;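 note: 0% = DMSO plus EC80 beta-PEA response and 100% = DMSO alone without agonist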
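test system = CHO RD-HGA16 cells bearing hTAAR1 | replication = singlicate | controls = DMSO-only wells and EC80 β-PEA-stimulated wells | reagent = EC80 β-phenethylamine stimulus | read-out basis = percent inhibition of PEA-evoked calcium signal, max/basal emission ratio | schedule = seeding 17-24 h prior, 75-min 37 °C, 30-min RT dye loading | signal = kinetic Fluo-8 calcium fluorescence measurement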
CHRM1 agonist = agonists of human M1 muscarinic receptor; P11229; 360,000 tested, 0.33% active; CHO-K1 hM1, Fluo-8 calcium fluorescence, agonist mode; 0% DMSO, 100% acetylcholine EC100; activation, % at 3 µM;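 active = activation above the run's mean compound activation plus 3 SD, cut at about 16% in these data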;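 note: peak over basal fluorescence ratio within a 140 s kinetic read after compound addition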
M1 antag = human CHRM1 antagonism. CHO-K1 hM1, Fluo-8 calcium fluorescence, ACh EC80 antagonist. inhibition, % at 3 µM. 360,000 tested, 1.3% active. AID 588852;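 active = percent inhibition above its own plate's cutoff, namely the mean of that plate's compound wells plus 3 SD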;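 note: peak over basal fluorescence ratio during 140 s after agonist addition; 0% = ACh EC80 plus DMSO and 100% = DMSO alone without agonist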
OXTR agonist = human OXTR agonism; P30559; CHO-OTR cells, Fluo-8 calcium fluorescence; normalized: DMSO 0%, oxytocin 100%; activation, % at 3 µM; 320,000 tested, 0.32% active;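 active = activation above the mean of all tested compounds plus 3 SD, cutoff set per screening run, cut at about 20% in these data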;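 note: peak over basal fluorescence ratio from a 100 s FLIPR kinetic read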
Target sequence (P30559 whole entry, looked up): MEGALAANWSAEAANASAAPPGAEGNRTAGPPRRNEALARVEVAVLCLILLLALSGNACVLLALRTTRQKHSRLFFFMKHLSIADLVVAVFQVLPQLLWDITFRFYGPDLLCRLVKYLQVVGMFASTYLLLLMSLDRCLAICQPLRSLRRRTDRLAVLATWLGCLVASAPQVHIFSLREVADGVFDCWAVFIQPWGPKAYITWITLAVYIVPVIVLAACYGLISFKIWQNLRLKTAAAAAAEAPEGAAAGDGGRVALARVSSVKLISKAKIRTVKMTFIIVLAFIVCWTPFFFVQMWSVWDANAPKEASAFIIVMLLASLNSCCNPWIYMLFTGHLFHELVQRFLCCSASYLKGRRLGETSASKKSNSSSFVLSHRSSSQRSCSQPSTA
OXTR potentiate = potentiates the human oxytocin receptor response; P30559; CHO-OTR cells, Fluo-8 calcium fluorescence, potentiator mode; 0% = oxytocin EC15, 100% = EC100; activation, % at 3 µM; 320,000 tested, 0.061% active; AID 2445;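 active = activation above that plate's cutoff, the mean activation of tested compounds plus 3 SD, cut at about 6.6% in these data, passing the limit was not always enough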;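 note: 100% uses oxytocin at 75 nM as the full agonist control; some results filed as inactive read as strong as hits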
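System: human OTR in CHO cells; Also added: sub-maximal oxytocin, roughly EC15; Timing: compound 6 min at room temperature before oxytocin, 100 s read; Technique: Fluo-8 intracellular calcium fluorescence, ex 470-495, em 515-575 nm; Controls: oxytocin EC15 low and EC100 high; Replication: singlicate.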
An asterisk follows results filed as active; . = not tested or not shown.

SMILES	V1aR counter	M1 PAM	TAAR1 ag	CHO parental Ca	TAAR1 antag	CHRM1 agonist	M1 antag	OXTR agonist	OXTR potentiate
CCOC(=O)C1C(=O)Oc2ccc3ccccc3c2C1C1CCOC1=O (stereo not drawn)	-0.2	4	0	-27	6	-3	-16	-0.7	-2
Cc1cccc(NC(=S)NC(C)(C)CC(C)(C)C)c1	-1.5	-6	3	-11	-5	-11	8	-1.4	-10
CCCCCc1ccc(-c2ccc(C(=O)O)cc2)nc1	0.7	7	-2	6	1	-3	-6	-0.1	-2
O=C(CCNC(=O)c1ccc(Cl)cc1)Nc1ccc(F)cc1F	1.0	10	-1	-9	28	-7	-6	-1.4	0
COC(=O)Cc1cc(=O)[nH]c(/N=C(\N)Nc2ccc(C)cc2)n1	0.6	-1	5	-16	-9	-2	-16	-0.2	-2
CC(C)c1c(O)nc(SCc2ccccc2)[nH]c1=O	8.1	-5	6	-5	6	9	-37	6.3	-5
COC(=O)c1ccc(NC(=O)c2ccccc2N(C)S(=O)(=O)c2ccccc2)cc1	1.1	-7	3	-27	-5	-8	-2	0.9	2
CC1CCCCC1NC(=O)c1cc(S(=O)(=O)N2CCCCC2)ccc1N1CCOCC1 (stereo not drawn)	-0.8	12	13	-25	-4	-2	-12	-2.7	4
COc1ccc(C(=O)NNC(=O)c2ccc3ccccc3c2)cc1	.	3	1	.	8	-2	-7	.	.
O=C1OC(NCc2cccnc2)(c2ccc(Cl)cc2)c2ccccc21 (stereo not drawn)	0.2	2	1	-10	5	-4	5	1.2	-7
O=C(Nc1nc2cc3c(cc2s1)OCCO3)c1ccco1	0.8	11	5	1	6	1	-9	0.7	-3
CCOc1ccc(-c2nc(C#N)c(N3CCOCC3)o2)cc1	-1.1	7	1	-10	-24	-4	-2	-2.0	-2
Cc1cc(C)cc(NC(=O)C(c2ccccc2)N2CCN(CC(=O)N3CCCC3)CC2)c1 (stereo not drawn)	.	3	-1	.	-9	-4	3	.	.
CN(C)/C=C/C(=O)c1ccc2noc(-c3ccc(F)cc3)c2c1	-0.5	4	2	-3	-12	-4	-4	-0.7	-8
Cc1ccsc1CN(C(=O)c1ccc([N+](=O)[O-])cc1)C1CCS(=O)(=O)C1 (stereo not drawn)	-0.6	9	1	3	-7	-6	-11	0.0	-9
CCCCCN1C=CC=C/C1=C\C=C(C#N)C#N	5.4	-1	6	-2	-10	-1	-1	5.5	-6
CC(=O)Nc1ccc(NC(=O)c2c(-c3ccccc3)noc2C)cn1	0.1	16	1	-1	3	0	-11	0.4	-2
O=C(NN=Cc1ccc2c(c1)OCO2)c1ccccc1	.	5	8	.	-5	1	-11	.	.
Cc1ccccc1C(=O)NC(=S)Nc1ccccc1C(F)(F)F	5.8	1	14	-21	15	-1	5	-3.2	-6
CCN(CC)CCCCOc1ccccc1OC	2.7	-3	6	-5	11	-8	11	0.9	8
Cc1ccc(CCNC(=O)c2ccc(CS(=O)(=O)Cc3ccccc3F)o2)cc1	1.6	-12	18	-12	32	-2	20	2.5	-7
Nc1nc(CC(=O)CSc2ccc(Cl)cc2)nc(Nc2ccc(F)cc2)n1	0.2	.	5	4	-2	.	.	-0.1	-6
N#CCC(=O)N1CCn2c1nc1ccccc12	-0.4	2	16	-15	7	2	-30	-0.1	-9
OC1CCCN(Cc2nc(Cc3ccccc3Cl)no2)C1 (stereo not drawn)	0.1	8	4	-6	-5	0	3	-0.2	-4
COc1ccc(C(=O)NN=C(Cc2ccccc2)Cc2ccccc2)cc1OC	-0.6	8	0	-7	-1	-7	-10	-2.6	0

Arranged by the number under M1 antag (smallest number first): 4 from the list above.
molecule | M1 antag
CCOC(=O)C1C(=O)Oc2ccc3ccccc3c2C1C1CCOC1=O (stereo not drawn) | -16
Cc1ccsc1CN(C(=O)c1ccc([N+](=O)[O-])cc1)C1CCS(=O)(=O)C1 (stereo not drawn) | -11
CN(C)/C=C/C(=O)c1ccc2noc(-c3ccc(F)cc3)c2c1 | -4
CCN(CC)CCCCOc1ccccc1OC | 11

The main list resumes with the three entries that preceded the break.
SMILES	V1aR counter	M1 PAM	TAAR1 ag	CHO parental Ca	TAAR1 antag	CHRM1 agonist	M1 antag	OXTR agonist	OXTR potentiate
N#CCC(=O)N1CCn2c1nc1ccccc12	-0.4	2	16	-15	7	2	-30	-0.1	-9
OC1CCCN(Cc2nc(Cc3ccccc3Cl)no2)C1 (stereo not drawn)	0.1	8	4	-6	-5	0	3	-0.2	-4
COc1ccc(C(=O)NN=C(Cc2ccccc2)Cc2ccccc2)cc1OC	-0.6	8	0	-7	-1	-7	-10	-2.6	0
COc1ccccc1Cn1cnc2cccnc21	2.1	0	7	-6	-16	-3	5	0.8	4
COc1ccc(C(C)=O)cc1COC(=O)CCNS(=O)(=O)c1ccc(C)cc1	1.2	4	1	-14	4	-5	-3	-0.2	-17
CC1(C)CC(=O)c2cnc(NC(=O)CCc3ccccc3)nc2C1	0.2	0	10	-3	11	-4	9	0.1	-2
NC1=NC2(CCCC2)N=C(Nc2ccccc2)N1	0.8	-1	5	8	-5	-8	4	0.2	0
COc1ccc(OCCNS(=O)(=O)c2ccc3oc4ccccc4c3c2)cc1	3.9	6	8	-14	24	0	-11	3.6	-15
O=C(NCCCN1CCOCC1)C1CC(=O)N(CCc2ccccc2)C1 (stereo not drawn)	1.3	0	5	-8	8	-2	7	0.7	12*
COc1ccc(CCNC(=O)CN(c2cc([N+](=O)[O-])ccc2OC)S(C)(=O)=O)cc1OC	0.6	8	6	-6	9	-6	-4	1.3	-4
CCOC(=O)CC(=O)CSc1n[nH]c(=O)[nH]c1=O	0.8	4	0	-8	-28	-2	-4	2.3	-2
CCCCn1c(CN(Cc2ccccc2)Cc2ccccc2)nc2c1c(=O)n(C)c(=O)n2C	-0.5	5	8	-4	-8	-2	-3	-0.7	-18
O=C(NCC(c1cccnc1)N1CCOCC1)c1cccc(Cl)c1 (stereo not drawn)	0.5	8	3	2	2	-2	-11	0.2	-10
O=C(NNC(=O)c1sccc1-n1cccc1)c1cccs1	0.1	10	10	-1	12	-4	-7	0.2	-3
O=C(O)c1ccccc1NC(c1ccccc1)c1ccc(Cl)cc1 (stereo not drawn)	-1.3	2	-4	-14	-22	-5	-3	-1.9	-1
O=C(Nc1ncc2c(n1)-c1ccccc1OC2)c1cccc([N+](=O)[O-])c1	1.3	4	2	-15	-39	-7	3	-2.5	-14
O=C(CCN1CCc2ccccc2C1)Nc1ccc2c(c1)OCO2	1.9	6	15	-26	0	-6	-4	0.9	-9
COc1ccc(Nc2cc(Sc3ccc(OC)cc3)ncn2)cc1	3.2	-17	4	-3	40	-4	22	1.1	-20
CC1N=C(N)C(c2nc3ccccc3n2C)=C1O (stereo not drawn)	0.7	-3	1	-2	-15	-3	6	0.4	3
C=CCN1C(=O)N(/C=C/C)c2cccc3cccc1c23	-1.5	-1	0	-26	-10	-1	8	-3.2	-4
CCOC(=O)CN=C/C(C(=O)Nc1nccs1)=C(/C)O	-0.2	8	2	-4	-11	5	-9	-0.9	-2
c1ccc(Cn2nc(-c3ccccc3)nc2-c2ccccc2)cc1	-1.0	3	-1	-24	-13	-8	-3	-3.3	-6
Nc1ccccc1-c1nnc2n1CCCCC2	0.5	11	-3	-2	-7	-7	-14	0.4	4
COc1ccc(/C=C/c2nc(C#N)c(NCCN(C)C)o2)cc1OC	0.0	1	4	3	-40	-6	-8	-0.5	-7
Cc1nc2ccccn2c1C(=O)NC1CCCc2ccccc21 (stereo not drawn)	6.6	1	10	30	18	-2	3	7.3	-14
COc1ccc(S(=O)(=O)N/N=C\c2ccc(OC)c(COc3ccc(C)cc3[N+](=O)[O-])c2)cc1	0.7	-3	2	4	4	-2	-4	-0.5	-6
CCNC(=O)C1CCCN(C(=O)c2ccc(C#N)cc2)CC1 (stereo not drawn)	.	6	8	.	-20	-2	-12	.	.
S=c1[nH]nc(-c2ccc3ccccc3n2)o1	0.8	-4	12	-10	5	-3	10	0.8	0

Continued:
SMILES	V1aR counter	M1 PAM	TAAR1 ag	CHO parental Ca	TAAR1 antag	CHRM1 agonist	M1 antag	OXTR agonist	OXTR potentiate
Cc1ccc(C)c(N2CCN(CCCNC(=O)Cn3c(=O)c4cccn4c4cccnc43)CC2)c1	0.7	-4	0	-30	-7	-5	-2	0.0	5
CC1=C(C(=O)Nc2nc3ccccc3s2)C(c2ccco2)C(C#N)=C(SCC(=O)NC2CCCCC2)N1 (stereo not drawn)	0.8	-5	-1	-17	-8	-5	7	0.2	-8
Cc1ccc(-n2nnnc2CN2CCCCC2)cc1	1.4	-1	1	-2	2	-4	4	-0.6	-5
COc1ccc(C(CNC(=O)c2cccc(NS(=O)(=O)c3ccc(C)c(F)c3)c2)N2CCOCC2)cc1 (stereo not drawn)	0.8	0	5	-18	-1	-4	-2	0.4	-5
O=C(CCS(=O)(=O)c1ccccc1)Nc1nc2ccc(F)cc2s1	-0.5	0	4	-27	8	-3	-6	0.1	-4
Nc1c(Br)cc2c([nH]c(=O)c3ccccc32)c1Br	.	-5	0	.	0	-3	5	.	.
COc1c(C)cc(C(O)c2ncc(-c3ccc(C(F)(F)F)cc3)[nH]2)cc1C (stereo not drawn)	.	-6	1	.	-20	-2	9	.	.
COc1ccc(NS(=O)(=O)c2ccc(OC)c3ccccc23)cn1	7.7	3	9	-15	-4	2	-1	3.9	-19
Cc1ccc(N2C(=O)C3C(c4ccccc4)(C2=O)C3(c2ccccc2)c2ccccc2)cc1 (stereo not drawn)	0.8	-4	18	-15	32	1	22	0.6	-6
CN(Cc1cccc(-n2cccn2)c1)Cc1cn(C)nc1-c1ccccc1F	0.1	-1	10	-9	-2	-10	3	0.0	-7
O=c1c2ccccc2nc(-c2cccc(Cl)c2)n1O	0.0	5	-2	-1	-18	-2	0	-1.2	-4
O=C(/C=C/NNC(=O)c1ccccc1O)c1ccccc1	3.2	2	4	-15	-4	-2	-9	0.2	-19
CCOc1ccc(-c2cc(C(=O)Nc3ccc(F)cc3)[nH]n2)c(C)c1	.	3	1	.	-7	-2	-8	.	.
COCCNc1nc2cc(-c3ccccc3)sc2c(=O)n1C	.	4	1	.	-27	-3	-12	.	.
O=C(CC1Oc2ccc(Cl)cc2NC1=O)NC1CCCCCC1 (stereo not drawn)	-0.9	0	-1	-15	5	-2	-2	-1.6	-5
COc1cc(C)c(S(=O)(=O)N2CCOCC2)c(C)c1C	0.5	7	6	3	-1	-5	-7	-0.4	-4

Compound activity as filed in PubChem.
